TDP-43 yeast inh: qHTS of TDP-43 Inhibitors; TDP-43 expressing yeast growth rescue, BacTiter-Glo, 24 h; Potency, µM (series often up to 46.1 µM), for inactives: at the top dose growth rescue (activation), most hits filed as activators; 1.8% of 410,000 active; further: potency means the concentration at half of the fitted maximal effect; % of control where 0% means no effect; nearly all actives have a fitted effect of over 50% in size
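Yeast expressing TDP-43 (pregrown in raffinose, seeded at OD600=0.02 in galactose medium) exposed to compounds 24 hr at 30 deg C. Growth read by BacTiter-Glo luminescence; rescue of toxicity appears as increased signal.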
FUS suppressor: qHTS for Suppressors of FUS Proteinopathy: Primary screen using FUS-linked yeast assay | Potency, µM (titrated, usually from 76.6 µM), inactives show top-dose growth rescue (activation), most hits filed as activators | 0.24% of 390,000 active | AID 1347120, 2019 | S. cerevisiae FUS-expressing, growth rescue, OD600, 24 h;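 further: potency means the concentration at half of the fitted maximal effect; plate controls were DMSO vehicle for no effect and reference control for full effect; nearly all actives have a fitted effect of over 55% in size; some results filed as inactive show a strong effect at the top dose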
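Compound concentration series was pinned onto galactose-induced FUS-expressing yeast seeded at OD 0.005. Plates sat 24hr at 30C; absorbance at 600 nm gave growth. DMSO served as background control.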
aSyn yeast inh: qHTS of alpha-syn Inhibitors | Yeast expressing alpha-synuclein, growth rescue, BacTiter-Glo, 24 h | Potency, µM (titrated, usually from 46.1 µM), without a hit: at the top dose growth rescue (activation), actives largely listed as activators | 0.14% of 370,000 active | AID 652106, 2013; further: potency means the concentration at half of the fitted maximal effect; % of control where 0% means no effect; nearly all actives have a fitted effect of over 65% in size
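Galactose-induced alpha-syn yeast (OD600=0.02, raffinose-pregrown) + pinned cpd, 24 hr, 30 deg C; growth by BacTiter-Glo luminescence. Growth restoration scores as activation.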
D3 ag: qHTS of D3 Dopamine Receptor Agonist: qHTS; D3R DiscoveRx beta-arrestin cells, luminescence, 90 min; max activation, %; 0.58% of 410,000 active; in the data active means max activation above about 30%; further: 0% is about no effect; mostly tested at two doses, the higher about 12 µM
Target sequence (P35462 whole entry, looked up): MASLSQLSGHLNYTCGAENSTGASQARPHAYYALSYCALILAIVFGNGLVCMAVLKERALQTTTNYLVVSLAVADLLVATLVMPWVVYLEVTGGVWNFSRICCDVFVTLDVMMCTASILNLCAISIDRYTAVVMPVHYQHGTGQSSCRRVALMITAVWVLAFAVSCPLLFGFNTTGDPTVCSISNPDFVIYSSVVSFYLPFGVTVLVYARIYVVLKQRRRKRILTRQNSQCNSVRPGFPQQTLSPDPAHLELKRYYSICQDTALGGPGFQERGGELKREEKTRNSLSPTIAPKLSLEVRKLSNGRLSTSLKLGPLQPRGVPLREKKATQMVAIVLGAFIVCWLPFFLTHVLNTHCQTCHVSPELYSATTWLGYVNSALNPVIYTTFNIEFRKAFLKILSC
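Agonist mode: compounds and dopamine controls were applied to plated cells for 90 min at 37 degrees C after an overnight attachment at 1500 cells/well. Luminescent read-out followed 30 - 60 minutes at room temperature with DiscoveRx detection reagent.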
EPAC2 agonist: qHTS for Agonist of cAMP-regulated guanine nucleotide exchange factor 4 (EPAC2): primary screen; 0.079% of 360,000 active; EPAC2 activation, biochemical qHTS; response scale: 100% = 6.5 mM cAMP response; Potency, µM (titrated, usually from 154 µM), for the others: top-dose activation, usual class: activators; Rap guanine nucleotide exchange factor 4 (Homo sapiens), Q8WZA2; further: potency means the concentration at half of the fitted maximal effect; nearly all actives have a fitted effect of over 50% in size
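Each well held 100 nM EPAC2, 250 nM RAP1B-BODIPY-GDP and 50 uM GDP. Fluorescence, read at 5-min intervals to 30 min, was referenced to a 6.5 mM cAMP positive control.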
EPAC2 antagonist: qHTS for Antagonist of cAMP-regulated guanine nucleotide exchange factor 2 (EPAC2): primary screen; Potency, µM (top dose mostly 114 µM), for the others: at the highest dose activity, negative = inhibition, usual class: inhibitors; AID 720708, 2013; 0.18% of 360,000 active; EPAC2 GEF exchange of Rap1B-BODIPY-GDP, fluorescence; further: potency means the concentration at half of the fitted maximal effect; on the % scale 0 is the no-effect control and ±100 the full control effect; nearly all actives have a fitted effect of over 45% in size; many of its hits are not listed in these tables
D3 antag: qHTS of D3 Dopamine Receptor Antagonist: qHTS; D3R cells, DiscoveRx beta-arrestin luminescence, antagonist mode; hits give low values; max response, negative = inhibition, %; 2.5% of 360,000 active; in the data active means max response below about -50%; inconclusive means no clear call, values can overlap the other calls; further: on the % scale 0 is the no-effect control and ±100 the full control effect; mostly tested at two doses, the higher about 12 µM
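Cells expressing the human receptor were seeded at 1500 cells/well, incubated overnight at 37 degrees C in 5% CO2, then exposed to library compounds with dopamine controls for 90 minutes at 37 degrees C before luminescent detection.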
Abeta yeast res: qHTS for compounds that reverse cellular toxicity of Amyloid beta (A-beta) peptide in yeast: Primary Screen | AID 1347071, 2019 | 0.063% of 410,000 active | Potency, µM (highest dose often 46.1 µM), without a hit: at the highest dose growth rescue, usual class: activators | yeast expressing A-beta42, growth rescue, OD600, 48 h; response scale: 0% DMSO, 100% iron-clioquinol control; further: potency means the concentration at half of the fitted maximal effect; nearly all actives have a fitted effect of over 55% in size
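Growth rescue measured by 600 nm absorbance after 48 h yeast culture at 30 C with compound. Values normalized between DMSO and an equimolar ferric chloride plus clioquinol control.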
* = called active by the depositor; ? = inconclusive; nt = not tested or not shown; [ ] = dose if it differs, or a comment. Unless noted, the call rests on the fitted dose curve; in most records, active means well fitted curve in the direction sought with a large enough effect; inconclusive means small, poorly fitted or top-dose-only effect, or another doubt; inactive means no such curve, though single readings can be large; an effect the other way counts as inactive or inconclusive.

SMILES	TDP-43 yeast inh	FUS suppressor	aSyn yeast inh	D3 ag	EPAC2 agonist	EPAC2 antagonist	D3 antag	Abeta yeast res
COCCCNC(=O)c1csc([C@H]2C[C@H](O)[C@@H](CO)O2)n1	23.8%	-0.8%	-8.1%	6.0	7.9%	10.9%	-2.3	-5.9%
Cn1c(CNc2ccccc2)nc2ccccc21	-20.9%	6.8%	-20.2%	-4.3	-6.5%	-11.1%[57.1 µM]	-22.3	-8.0%
O=C(CN1CCCC1)Nc1ccc2c(c1)CCC2	-6.6%	-3.4%	1.7%	-10.2	2.9%	-14.0%	-22.7	-6.2%
CCOc1ccccc1NC(=O)CSc1nnc(N)s1	2.5%	13.6%	nt	-11.9	nt	nt	nt	-7.9%
Cc1cc(N2CCN(C)CC2)ccc1NC(=O)c1cccc(S(=O)(=O)N2CCc3ccccc3C2)c1	6.3%	29.3%	5.9%	2.9	-4.0%	7.0%	0.5	-1.5%
O=C(NC1CCC1)C1CCC(=O)N(Cc2cccc(F)c2)C1 (stereo unspecified)	15.3%	5.2%	1.5%	0.0	8.9%	-1.1%	15.6	-11.7%
O=C1C2Sc3[nH]c(=O)sc3C(c3ccccc3)C2C(=O)N1c1ccc(Cl)cc1 (stereo unspecified)	-14.2%	31.3%	7.1%	-3.8	13.0%	-10.1%	-9.9	-8.6%
CC(=O)N1CCc2cc(S(=O)(=O)N3CCc4ccccc4C3)ccc21	-4.1%	-21.4%	29.1%	-0.4	-1.0%	2.2%	15.2	0.6%
Cc1cc(C)cc(-n2nnnc2SCC(=O)Nc2cccc(NC(=O)c3ccco3)c2)c1	18.7%	35.8%	8.5%	-0.2	-5.9%	2.4%	-24.2	13.6%
CC(C)c1ccc(CSc2ccc(S(=O)(=O)N3CCOCC3)cn2)cc1	?	nt	-3.8%	3.1	-3.5%	-5.9%	2.2	-9.1%
CCCNC(=S)NNC(=O)c1cc(C2CC2)nc2ccccc12	22.7%	?	-0.3%	4.1	-1.1%	3.2%	-19.5	8.2%
O=C(CCNS(=O)(=O)c1ccccc1)NNC(=O)C1COc2ccccc2O1 (stereo unspecified)	21.4%	14.5%	0.5%	1.8	3.7%	0.3%	2.9	6.4%

Only EPAC2 agonist, D3 antag and D3 ag, for 3 of the compounds above:
canonical_smiles,EPAC2 agonist,D3 antag,D3 ag
Cn1c(CNc2ccccc2)nc2ccccc21,-6.5%,-22.3,-4.3
O=C(CN1CCCC1)Nc1ccc2c(c1)CCC2,2.9%,-22.7,-10.2
CCOc1ccccc1NC(=O)CSc1nnc(N)s1,nt,nt,-11.9

(cont.)
SMILES	TDP-43 yeast inh	FUS suppressor	aSyn yeast inh	D3 ag	EPAC2 agonist	EPAC2 antagonist	D3 antag	Abeta yeast res
Nc1nc(N2CCOCC2)n[nH]1	-1.8%	19.2%	-2.5%	-11.1	1.4%	7.6%	4.4	3.7%
COc1cccc(CN(C(=O)c2ccco2)C2CCS(=O)(=O)C2)c1 (stereo unspecified)	12.7%	5.1%	-3.6%	2.7	4.2%	-3.7%	-14.0	-3.2%
Cc1cccc(C)c1NCc1n[nH]c(=S)n1-c1ccccc1	11.6%	-10.7%	0.1%	-5.3	-3.3%	8.1%	4.8	8.4%
Cc1cccc(OCC(=O)Nc2ccccc2N2CCCCC2)c1	?	20.6%	3.3%	14.1	9.5%	10.3%[57.1 µM]	6.7	2.9%
Cc1cccc(OCCSc2nc3ccccc3n2CC(=O)N2CCOCC2)c1C	4.3%	31.9%	nt	7.7	nt	nt	nt	-3.0%
COC(=O)C1=C(C)NC(=O)NC1c1ccc(OCC(=O)N2CCCCC2)cc1 (stereo unspecified)	-4.7%	8.0%	-5.8%	0.6	8.6%	0.2%	1.4	17.3%
COc1ccccc1N1CCN(C(=O)CCNS(=O)(=O)c2ccc3c(c2)CCN3C(=O)C2CC2)CC1	9.0%	18.2%	-4.7%	-6.5	nt	nt	nt	-16.5%
O=C(Nc1ccccc1O)c1cc(S(=O)(=O)N2CCCC2)ccc1Cl	21.5%	-6.5%	nt	6.5	nt	nt	nt	-1.5%
CC(=O)Nc1ccc(C(=O)COC(=O)Cc2ccsc2)c(F)c1	-12.3%	7.9%	-14.4%	1.1	3.2%	0.7%	12.2	-12.5%
CCOC(=O)C1Sc2ccccc2NC1=O (stereo unspecified)	9.7%	-5.1%	-5.6%	19.1	-2.0%	-1.0%	9.1	8.6%
COc1cc(CN/C(C)=C(\C#N)C(N)=O)cc(OC)c1OC	-13.3%	-10.2%	0.0%	17.2	13.6%	-0.3%	5.4	7.4%
CN(C)c1nnc(-c2ccc(Cl)cc2)o1	29.5%	16.2%	2.7%	3.9	2.9%	1.2%	-0.4	-9.8%

Single values from the list:
Value of CC(=O)N1CCc2cc(S(=O)(=O)N3CCc4ccccc4C3)ccc21 under FUS suppressor: -21.4%
Value of O=C(NC1CCC1)C1CCC(=O)N(Cc2cccc(F)c2)C1 (stereo unspecified) under D3 antag: 15.6
Value of COCCCNC(=O)c1csc([C@H]2C[C@H](O)[C@@H](CO)O2)n1 under FUS suppressor: -0.8%
Value of CC(=O)Nc1ccc(C(=O)COC(=O)Cc2ccsc2)c(F)c1 under EPAC2 agonist: 3.2%
Value of CCOC(=O)C1Sc2ccccc2NC1=O (stereo unspecified) under EPAC2 antagonist: -1.0%

Further results
SMILES	TDP-43 yeast inh	FUS suppressor	aSyn yeast inh	D3 ag	EPAC2 agonist	EPAC2 antagonist	D3 antag	Abeta yeast res
Cn1nc(C(=O)N2CCN(S(=O)(=O)c3ccccc3)CC2)c2ccccc2c1=O	-8.2%	9.1%	-7.1%	-12.7	-0.4%	1.1%	-11.6	-2.2%
COc1ccc(NC(=O)NC(C)c2ccc3c(c2)OCO3)c(OC)c1 (stereo unspecified)	-1.7%	-2.3%	6.2%	3.4	-3.7%	6.9%	8.7	-1.2%
CCC(C)[C@H]1CNCCN1CCC12CC3CC(CC(C3)C1)C2 (stereo partly specified)	0.0%	-10.2%	-14.7%	-5.1	9.6%	8.2%	0.0	-12.5%
CCN(CC)S(=O)(=O)c1ccc(O)c(NC(=O)c2ccc(N3CCOCC3)c([N+](=O)[O-])c2)c1	9.0%	-2.7%	-5.3%	-11.7	-6.7%	-0.2%	-21.3	-9.1%
COC(=O)C1CCCN1S(=O)(=O)c1ccc([N+](=O)[O-])cc1 (stereo unspecified)	20.6%	-1.0%	-0.1%	12.5	14.7%	4.8%	-3.9	12.1%
COc1ccccc1N(CC(=O)N/N=C/c1ccc(OCC(=O)NCc2ccco2)cc1)S(=O)(=O)c1ccc(C)cc1	-4.9%	19.5%	0.9%	-12.0	7.6%	-5.6%	0.0	7.0%
COc1ccc(N(CC(=O)NC2CCCCC2)C(=O)c2snc(C(N)=O)c2N)cc1	5.5%	8.5%	2.4%	12.0	-0.9%	0.1%	13.0	5.4%
COc1c(C)cc(C(=O)C2CCCN(Cc3cnc(N4CCOCC4)s3)C2)cc1C (stereo unspecified)	-11.2%	14.2%	-0.8%	-7.3	6.5%	4.0%	-13.3	3.6%
Cc1ccc(SCCNC(=S)Nc2cc(C)ccc2C)cc1	14.1µM*	0.8%	3.6%	-3.8	11.4%	-6.0%	-11.7	?
Cc1nn(CC(=O)Nc2cc(S(=O)(=O)N(C)C)ccc2Cl)c(C)c1[N+](=O)[O-]	-30.4%[inhibitor]	nt	-3.3%	15.0	-14.7%	8.1%	-8.7	18.6%
COC(=O)c1ccccc1NC(=O)Cn1c(=O)n(-c2ccc(Cl)cc2)c(=O)c2c(C)c(C)sc21	-4.6%	-10.6%	nt	1.8	nt	nt	nt	-0.8%
CCOC(=O)c1ccc(NC(=O)CN2C(=O)c3cccnc3Oc3ccc(Cl)cc32)cc1	?	35.8%	nt	14.0	nt	nt	nt	-5.9%
CCOC(=O)c1cc(-c2ccccc2)nn1CC1CC(c2cccnc2)=NO1 (stereo unspecified)	9.5%	-6.7%	-2.0%	21.9	5.5%	3.1%	12.5	14.2%
O=C1CS/C(=N/N=C2CCCC2)N1	3.0%	-3.0%	2.0%	2.9	11.9%	3.2%	1.4	-2.9%
C[C@H]1CN([C@@H](C)CO)C(=O)c2cc(Br)cnc2O[C@H]1CN(C)S(=O)(=O)c1cccs1	?	15.1%	-2.6%	-3.3	-0.7%	1.1%	?	-2.5%
O=C(OCCN=C1NS(=O)(=O)c2ccccc21)c1cccc([N+](=O)[O-])c1	6.1%	20.1%	5.0%	-3.4	0.4%	-3.3%	7.5	10.3%
O=C(OCCNc1nc(-c2ccccc2)nc2ccccc12)c1ccncc1	10.4%	-4.6%	-0.9%	8.5	21.0%	6.0%	15.3	-0.1%
COc1ccc(-n2cnnc2SCC(=O)Nc2ccccc2F)cc1	14.2%	12.7%	1.0%	4.5	-0.3%	-4.2%	2.4	11.1%
Clc1ccc2c(NNc3ccccc3Cl)ccnc2c1	5.9%	7.9%	2.6%	-0.2	-0.3%	-10.3%	6.2	1.8%
CCOC(=O)C1=C(COC(=O)c2ccc([N+](=O)[O-])o2)NC(=O)NC1C (stereo unspecified)	11.3%	-6.8%	-0.3%	3.3	5.1%	3.4%	-6.0	11.9%
O=C(O)[C@H](Cc1ccccc1)NC(=O)N1CCN(c2ccc(F)cc2)CC1	-3.5%	-8.9%	0.9%	-8.7	15.5%	-0.7%	-23.3	nt
CCOC(=O)c1cnc(-c2ccccc2)nc1Oc1ccc(C)cc1	17.8%	-10.7%	13.6%	5.8	-3.6%	-5.2%	10.3	30.8%
O=C(CSc1nnnn1-c1ccc(Cl)cc1)N1CCNC1=O	-27.9%	nt	0.9%	-0.7	-0.8%	6.5%	-3.4	-15.3%
COc1ccc(CNC(=O)c2cnccn2)cc1	-10.3%	11.3%	-0.3%	-3.1	4.6%	17.7%	17.2	6.3%
O=C(CNc1n[nH]c(=O)[nH]c1=O)N/N=C/C1CC=CCC1 (stereo unspecified)	-20.2%	25.7%	-20.9%	1.1	15.1%	3.5%	-2.4	2.0%

A portion of the library (hit frequency here may not be typical).
